Screens from PubChem BioAssay.
MsrA inh = inhibitors of bovine MsrA; purified bovine MsrA, absorbance read-out; inhibition, % at 15.5 µM; 360,000 compounds, 0.75% hits; AID 651718; in the data active = inhibition above about 4.5%;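 note: 0% = vehicle wells with enzyme and 100% = reference inhibitor wells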
FAS-TE inh = blocks the thioesterase domain of human fatty acid synthase; AID 602261; inhibition, % at 15 µM; recombinant FAS-TE, OMFH fluorogenic substrate, fluorescence endpoint; P49327; 360,000 compounds, 0.67% hits;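 active = compounds whose normalised, plate-corrected inhibition of enzyme fluorescence in the single-dose primary screen is 50% or more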;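 note: 0% = DMSO with enzyme and 100% = substrate without enzyme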
TbMetRS inhib = Trypanosoma brucei MetRS inhibition | 360,000 compounds, 0.4% hits | AID 624268 | purified T. brucei MetRS, ATP depletion, Kinase-Glo luminescence | inhibition, % at 11.9 µM;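 active = inhibition above a per-plate cutoff of the control wells' mean inhibition plus 3 SD, cut at about 5.5% in these data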;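 note: 0% = DMSO wells median and 100% = median of wells with control inhibitor compound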
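System: purified T. brucei MetRS enzyme / Detection: Kinase-Glo luciferase luminescence reporting remaining unconsumed ATP / Medium: HEPES buffer with MgCl2, KCl, DTT, spermine, BSA, pyrophosphatase / Replication: singlicate, one well per compound / Evaluation: percent inhibition relative to median high and low control wells / Schedule: 2 h aminoacylation at 25 °C after 15 min preincubation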
MT1-MMP act inh = inhibitors of human MT1-MMP activation; P50281; HT1080 RFP-PRO-GFP cells, GFP/RFP ratio fluorescence, overnight; percent of plate control window, DMSO zero; GFP/RFP ratio change, % at 20 µM; 360,000 compounds, 0.061% hits; AID 651647;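 active = GFP/RFP ratio change of at least 30% with cell ATP level not reduced by more than half and red fluorescence within 50% of control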; note: strong numbers were not always called active
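Assay system – RFP-PRO-GFP reporter HT1080 cells · Compound dosing – single dose of 20 µM compound, 1% DMSO final · Incubation – overnight compound exposure at 37 °C · Measure – GFP/RFP fluorescence ratio · Benchmarks – DMSO wells and RFP-L50D-GFP cells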
MLLE-PAM2 inh = blocks PAM2 peptide binding to the PABP1 MLLE domain; 360,000 compounds, 0.36% hits; AID 588489; P11940; GST-MLLE / FITC-PAM2 fluorescence polarization; inhibition, % at 20 µM; in the data active = inhibition above about 35%, passing the limit was not always enough;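 note: plate controls were DMSO wells with GST-MLLE for no effect and wells lacking GST-MLLE protein for full effect; some results filed as inactive read as strong as hits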
SKN-1 block = blocks SKN-1 activity in C. elegans | C. elegans VP596 Pgst-4::GFP/RFP ratio, acrylamide-induced, 24 h | inhibition, % at 21.8 µM | 360,000 compounds, 0.49% hits;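 active = interference check ratio from 0.5 to 1.5 plus GFP to RFP signal ratio inhibition reaching or exceeding a fixed threshold, cut at about 30% in these data, passing the limit was not always enough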; note: some compounds called inactive have numbers as strong as hits
E coli Lon inh = E. coli protease La inhibition; P0A9M0; purified E. coli Lon protease, fluorescence polarization; inhibition, % at 7.94 µM; 360,000 compounds, 0.42% hits; in the data active = inhibition above about 13%, passing the limit was not always enough;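 note: 0% = enzyme with probe and DMSO and 100% = no enzyme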
bovine MsrA act = activators of bovine methionine sulfoxide reductase A | purified bovine MsrA, absorbance read-out | activation, % at 10.6 µM | 360,000 compounds, 0.3% hits | AID 602163; in the data active = activation above about 7.5%;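 note: 0% = vehicle and 100% = reference activator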
CendR NRP1 mod = modulators of CendR peptide binding to human neuropilin-1. O14786. FAM-RPARPAR peptide binding to NRP-1, fluorescence polarization. inhibition, % at 25 µM. 360,000 compounds, 0.85% hits;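 active = inhibition or corrected inhibition above about 18%, plus a signal ratio from 0.5 to 1.5, limit read from the data, passing the limit was not always enough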; note: strong numbers were not always called active
Target sequence (O14786 whole entry, looked up): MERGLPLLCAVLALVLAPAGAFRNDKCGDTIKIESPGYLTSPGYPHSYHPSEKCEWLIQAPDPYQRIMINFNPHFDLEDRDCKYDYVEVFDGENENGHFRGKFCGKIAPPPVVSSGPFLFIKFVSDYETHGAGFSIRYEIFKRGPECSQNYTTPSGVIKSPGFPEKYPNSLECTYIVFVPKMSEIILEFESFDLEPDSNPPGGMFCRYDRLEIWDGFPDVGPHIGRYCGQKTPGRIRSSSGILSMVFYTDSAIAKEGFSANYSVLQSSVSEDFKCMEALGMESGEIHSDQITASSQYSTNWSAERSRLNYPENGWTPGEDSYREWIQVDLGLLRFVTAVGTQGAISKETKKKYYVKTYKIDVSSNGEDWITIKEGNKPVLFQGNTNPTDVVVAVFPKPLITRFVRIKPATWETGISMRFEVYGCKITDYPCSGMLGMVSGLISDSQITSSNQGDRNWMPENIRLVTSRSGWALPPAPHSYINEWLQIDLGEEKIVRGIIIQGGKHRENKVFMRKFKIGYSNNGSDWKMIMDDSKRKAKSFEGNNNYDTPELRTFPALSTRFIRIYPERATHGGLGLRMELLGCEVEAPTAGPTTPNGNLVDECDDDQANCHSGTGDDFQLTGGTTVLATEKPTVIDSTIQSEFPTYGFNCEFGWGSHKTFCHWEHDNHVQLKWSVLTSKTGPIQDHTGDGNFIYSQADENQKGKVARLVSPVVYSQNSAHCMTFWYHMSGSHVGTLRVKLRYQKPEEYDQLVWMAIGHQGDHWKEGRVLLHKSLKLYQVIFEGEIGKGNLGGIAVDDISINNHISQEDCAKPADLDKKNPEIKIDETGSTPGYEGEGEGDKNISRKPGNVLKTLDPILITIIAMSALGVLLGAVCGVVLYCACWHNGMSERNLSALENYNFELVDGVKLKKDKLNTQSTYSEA
Active calls of the source: *; . = not tested or not shown.

mol,MsrA inh,FAS-TE inh,TbMetRS inhib,MT1-MMP act inh,MLLE-PAM2 inh,SKN-1 block,E coli Lon inh,bovine MsrA act,CendR NRP1 mod
CCOC(=O)c1c(N)sn(-c2ccccc2)c1=S,3.5,2,-0.3,2,-3,5,0,-1,-40
COCCNc1nc(C)c(C(C)=O)s1,1.9,-4,-0.4,2,4,-1,4,-1,0
N#Cc1ccccc1OCC(=O)OCC(=O)N1CCCC1,-1.1,-2,-0.1,1,-4,11,-3,-2,19*
COc1ccc(C2=Cc3ccccc3C(CC(=O)C3CC3)N2c2ccc(-c3cc(OC)c(OC)c(OC)c3)cc2)cc1 (stereo not drawn),2.1,10,-0.4,2,.,12,4,-4,-6
COc1cccc(-n2c(SCC(=O)NC3CCCC3)nnc2-c2ccco2)c1,-0.4,-5,-0.6,-3,33,-19,-8,-4,-7
CC(=O)Nc1ccc(NC(=O)COc2ccc(-c3ccc(C#N)cc3)cc2)cc1,0.3,-6,-0.6,3,1,-21,-11,-7,0
Cn1nc2c(c1C(=O)O)CCCC2,0.7,-8,0.0,-4,-3,-2,1,-3,-12
CCn1c(=O)c(C(=O)Nc2ccccn2)c(O)c2ccccc21,-0.1,5,-0.5,0,-3,7,-2,-5,2
Cc1ccc(CNC(=O)c2ccc(N3CCC4(CC3)CC(c3ccccc3)=NO4)c(NC(=O)c3ccc(Cl)c([N+](=O)[O-])c3)c2)cc1,1.4,20,-0.4,3,-4,-2,-1,1,22
Cc1c(C(=O)c2ccc(F)cc2F)c2ccccn2c1CCC#N,3.2,-2,-0.5,0,16,27,16,-1,23
COCCNC(=O)C1CCCN(S(=O)(=O)c2cccc3nsnc23)C1 (stereo not drawn),0.8,-3,-1.1,.,-4,16,-2,-3,12
CCOc1ccc(OCCCC(=O)Nc2nc3ccccc3[nH]2)cc1,1.2,-3,0.8,-5,-18,-10,-5,-2,1
CCN(CCO)Cc1csc2cc(C)ccc12,1.1,-11,-0.2,-3,2,-7,-7,-1,-1
COc1ccc(C(C)=O)cc1CSc1nnc(Nc2ccc(C)cc2)s1,0.8,20,2.3,-2,-39,8,-10,-2,-9
Cc1cc(OCC(=O)Nc2ccc(CCO)cc2)c2c(C)c(C)c(=O)oc2c1,-0.7,7,0.3,5,-8,3,2,2,5
Cc1ccc(S(=O)(=O)N2CCN(C(C)C(=O)N3CCCc4ccccc43)CC2)cc1 (stereo not drawn),0.0,1,-0.8,-2,-7,-3,2,-2,-4
O=C(NC(=S)Nc1ccccc1N1CCOCC1)c1ccc(-c2ccccc2F)o1,0.1,35,-0.9,-3,26,4,6,-5,-13
S=C(c1ccc(-c2ccccc2)cc1)N1CCOCC1,1.2,12,-0.4,1,21,8,0,-4,-5
O=C1/C(=C/c2ccc(O)c([N+](=O)[O-])c2)SC(=S)N1Cc1ccccc1,-0.5,86*,-0.4,-28,-136,3,-11,-1,-171
COc1cccc(-n2c(SCc3ccccn3)nc3c(c2=O)SCC3)c1,2.4,3,-1.1,2,4,2,3,-9,-12
CN(NC(=O)c1cccc(Cl)c1)c1nc(-c2ccccc2)nnc1C(F)(F)F,-0.6,10,-1.0,-3,9,-2,0,-12,4
CCS(=O)(=O)N1Cc2ccccc2CC1C(=O)Nc1ccc(F)cc1 (stereo not drawn),-1.6,-4,-0.2,-1,-2,-1,-11,-3,-9
Cc1ccc2c(c1)C(c1ccccc1)N(C(=O)c1ccc(F)cc1)CC(=O)N2 (stereo not drawn),0.6,-1,0.4,-1,-8,7,-3,0,-1
CCOC(=O)CCNC(=O)N1CCCC(C(=O)c2ccccc2SC)C1 (stereo not drawn),3.6,-4,-1.1,2,0,-15,5,-8,14
C=CCn1cc(-c2ccccc2)cc(C#N)c1=O,0.4,-4,-0.5,10,18,8,2,-4,13

(further entries)
mol,MsrA inh,FAS-TE inh,TbMetRS inhib,MT1-MMP act inh,MLLE-PAM2 inh,SKN-1 block,E coli Lon inh,bovine MsrA act,CendR NRP1 mod
Cc1ccc(S(=O)(=O)Nc2ccccc2CNc2ccccn2)cc1,-0.8,21,-0.1,-2,9,22,3,-1,3
Cc1nn(C(C)C)c(C)c1CN1CCC(C(=O)Nc2cccc(-c3cccc(F)c3)c2)CC1,-0.9,-2,-0.1,-2,-3,-11,-13,0,1
CCCN(CCC)S(=O)(=O)c1ccc(C(=O)NCc2n[nH]c(=S)n2-c2ccc(Cl)c(Cl)c2)cc1,-2.0,5,-0.5,-3,-71,9,-4,3,5
CCOc1ccc2nc(NC(=O)CCC(=O)c3cccs3)sc2c1,-0.2,-5,-0.5,-5,-13,1,1,-1,-20
O=C(Nc1ccccc1)Nc1nnc(Cc2ccccc2F)s1,-0.6,1,3.5,4,-3,7,-5,-3,-3
O=C(Nc1ccccc1F)c1nc[nH]c1C(=O)NCc1ccccc1,-0.2,7,-0.7,0,6,0,4,-2,-6
CCOC(=O)C(=CNc1ccc(Cl)cn1)C(=O)OCC,3.5,0,0.2,0,12,-11,-1,7,-2
COc1ccc(C(=O)CC(=O)c2ccc(C)cc2)c(O)c1,2.9,13,0.4,-5,9,6,-4,-2,4
COc1cc(S(=O)(=O)N2CCOCC2)ccc1N,1.9,-7,-1.9,4,8,10,3,-8,-5
COc1cc(/C=C2\SC(=O)N(CCNC(=O)c3c(C)noc3C)C2=O)cc(OC)c1OC,1.5,-2,-0.5,5,5,1,-9,-7,0
Cc1nnc(C)c2c(C)n(C(C)c3ccccc3)c(C)c12 (stereo not drawn),-0.5,-14,-0.1,-10,-28,5,-3,-1,-34
COc1cccc(/C=C2\NC(=O)NC2=O)c1O,3.6,-7,-0.4,-4,-10,20,-7,2,0
CS(=O)(=O)N1CCC(C(=O)NCc2ccc(Cl)cc2)CC1,1.3,-6,0.1,1,10,5,4,-2,10
COc1ccc(S(=O)(=O)Oc2cc(C(=S)N3CCOCC3)ccc2OC)cc1,-0.8,11,-0.2,2,12,13,-8,-3,-1
O=C(O)C1=NOC(CNC(=O)c2ccccc2Cl)C1 (stereo not drawn),-1.0,-8,0.1,3,-1,3,-8,11*,10
CCN1CCC(Nc2ccnc3cc(Cl)ccc23)CC1,3.2,-2,-1.8,3,-6,-18,4,-13,4
CC1CCc2c(C(=O)Oc3cccc(-n4cnnn4)c3)csc2C1 (stereo not drawn),-0.8,85*,-0.5,-7,-1,-14,-7,0,14
Cn1c(CNC(=O)c2ccc3c(c2)OCO3)nnc1SCC(=O)Nc1ccccc1Cl,-0.7,1,-0.5,-4,-7,0,1,2,8
COc1cc(C(C)=O)ccc1OCC(=O)Nc1ccccc1N1CCCC1,-0.1,4,-0.1,-1,1,-3,-2,-4,2
C=CCNc1nc(Cl)nc(Nc2ccccc2)n1,0.1,-1,0.2,2,0,1,-2,-2,9
O=C(CCc1ccc(S(=O)(=O)N2CCOCC2)cc1)OCC(=O)c1ccccc1,1.0,4,-0.3,1,8,15,-14,0,-6
CN(C)c1nc(N/N=C\c2ccc(Cl)c([N+](=O)[O-])c2)nc(Nc2ccc(F)cc2)n1,3.5,41,-1.0,21,2,-3,-7,-6,-7
CCOc1ccc(C(=O)NC(C(=O)NCCc2ccc(OC(F)F)cc2)C(C)C)cc1 (stereo not drawn),-0.5,-2,0.0,-9,-3,18,-3,0,23*
Cc1cc(-c2ccccc2)nc(N(C)NC(=O)c2ccc(Cl)cc2)c1S(C)(=O)=O,0.4,29,-0.3,-5,5,11,-8,-3,-4
COc1ccc(S(=O)(=O)N2CCCCC2)cc1NC(=O)COc1ccccc1,-0.5,15,0.2,1,-1,5,-1,-1,-12

Compound profiles, from the list above. Order of screens: MsrA inh | FAS-TE inh | TbMetRS inhib | MT1-MMP act inh | MLLE-PAM2 inh | SKN-1 block | E coli Lon inh | bovine MsrA act | CendR NRP1 mod
O=C(CCc1ccc(S(=O)(=O)N2CCOCC2)cc1)OCC(=O)c1ccccc1 is listed as 1.0 | 4 | -0.3 | 1 | 8 | 15 | -14 | 0 | -6
Cn1c(CNC(=O)c2ccc3c(c2)OCO3)nnc1SCC(=O)Nc1ccccc1Cl is listed as -0.7 | 1 | -0.5 | -4 | -7 | 0 | 1 | 2 | 8

Next part
mol,MsrA inh,FAS-TE inh,TbMetRS inhib,MT1-MMP act inh,MLLE-PAM2 inh,SKN-1 block,E coli Lon inh,bovine MsrA act,CendR NRP1 mod
CCOC1=C2[C@@H](CN(S(=O)(=O)c3ccc(C)cc3)[C@H]2c2ccccc2F)[C@H]2C(=O)NC(=O)[C@H]2C1,-0.4,-4,0.2,4,17,-4,-6,-1,7
COc1ccc(-c2nc(-c3ccccc3)[nH]c(=O)c2C#N)cc1,1.2,-8,-1.1,0,-6,-7,-5,-10,-7
COc1ccccc1CC(=O)NCCc1ccc(S(N)(=O)=O)cc1,-1.1,-8,-2.1,-3,24,-12,-1,-12,2
COc1ccc(N(CC(=O)Nc2cccc(SC)c2)S(C)(=O)=O)cc1,-0.2,6,0.2,3,1,12,2,2,13
CC(Oc1ccc(F)cc1)C(=O)N(Cc1ccccc1)c1c(N)n(Cc2ccccc2)c(=O)[nH]c1=O (stereo not drawn),0.2,-1,-0.6,0,3,4,-7,-2,3
CCN(CC)C(=O)CSc1nnc2cc(C)c3ccccc3n12,-1.6,-4,0.2,3,-5,0,-7,-2,0
COc1ccc(/C=C(/C#N)C(=O)Nc2cccc(C)c2C)cc1C(=O)O,-0.4,-7,-0.9,-4,-1,-2,4,-4,4
COc1ccc(C(=O)O)cc1F,0.6,-6,0.1,0,6,-1,-2,-3,2
O=C(COC(=O)/C=C/c1cccc(Cl)c1)Nc1ccc(N2CCOCC2)cc1,0.2,0,-0.2,0,-10,6,-2,-2,-19
Cc1ccc(S(=O)(=O)N2CCC3(CC2)CC(=O)c2ccccc2O3)cc1,-1.4,10,-0.4,-1,13,2,-4,-2,6
O=C(CCSCCC(=O)Nc1ccccc1F)Nc1ccccc1F,-0.8,-9,-0.4,-1,26,12,10,-4,2
COc1cccc(NC(=O)c2cc(-c3ccncc3)nc3c(C)cc(C)cc23)c1,0.8,24,-1.2,-10,7,5,-12,-4,-16
CCOc1ccccc1Nc1nnc(SCC(=O)NC(=O)c2cccn2C)s1,1.6,3,-0.5,1,-31,5,-2,-1,-2
Cn1c(=O)n(C)c2cc(CNC(=O)[C@H]3O[C@@H](n4cnc5c(N)ncnc54)[C@H](O)[C@@H]3O)ccc21,-0.6,-8,0.5,-1,5,9,-8,1,12
Cc1cc(NC(=O)C2CC(=O)N(c3cccc(C)c3C)C2)no1 (stereo not drawn),-0.6,-4,-0.8,0,-2,18,-1,1,0
CCNC(=O)c1ccccc1CCc1ccccc1,0.2,-4,0.4,1,-3,3,-8,0,9
C/C(=N\Nc1ccc([N+](=O)[O-])cc1)c1cc2ccccc2o1,1.3,26,-0.3,-128,-136,27,-220,-3,-125
c1ccc(-c2cn(-c3ccccc3)c3ncnc(N4CCCCC4)c23)cc1,0.2,26,-0.1,0,2,3,1,-3,-7
O=C(CN1C(=O)C2C3CCC(C3)C2C1=O)N1CCN(Cc2ccccc2)CC1 (stereo not drawn),-0.6,-8,-1.0,-6,-1,0,3,-10,1
